Screens as filed in PubChem BioAssay.
PolyA inh: inhibitors of polyadenylation in S. cerevisiae | S. cerevisiae SKY197-pL101 polyadenylation reporter, beta-gal luminescence; efflux-impaired pdr1/pdr3 knockout yeast; score 100 = 6 SD above DMSO | AID 1875 | calls only at 12 µM | hit rate 0.02% among 300,000;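 active means lowest replicate activity score at least 50, where 100 means six control SD above control mean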;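 further: yeast exposed to compound for 9 h at 30 °C; higher score means more reporter readthrough which indicates perturbed polyadenylation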
KCNK3 block: human KCNK3 channel inhibition, primary screen; O14649; CHO-KCNK3 thallium flux, FluxOR fluorescence; hits give low values; B-score at 10 µM; hit rate 0.84% among 340,000; AID 602410;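 active means B-score under library mean minus 4 SD, starting fluorescence ratio at most library mean plus 5 SD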;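 further: more negative B-score means stronger inhibition of thallium flux through KCNK3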
Target sequence (O14649 whole entry, looked up): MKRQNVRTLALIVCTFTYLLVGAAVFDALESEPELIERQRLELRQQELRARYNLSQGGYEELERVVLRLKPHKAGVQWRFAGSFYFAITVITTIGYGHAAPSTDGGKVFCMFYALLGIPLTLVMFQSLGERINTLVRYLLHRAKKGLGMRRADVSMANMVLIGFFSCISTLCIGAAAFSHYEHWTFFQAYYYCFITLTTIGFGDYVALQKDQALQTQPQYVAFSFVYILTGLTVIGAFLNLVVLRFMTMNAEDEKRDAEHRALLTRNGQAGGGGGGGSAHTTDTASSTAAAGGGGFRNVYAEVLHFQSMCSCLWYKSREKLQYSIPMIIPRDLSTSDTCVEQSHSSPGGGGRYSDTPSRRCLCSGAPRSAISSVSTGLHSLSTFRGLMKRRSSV
GSK3A inh: blocks human GSK-3 alpha kinase; ADP-Glo luminescence, 60 min; inhibition, % at 10 µM; hit rate 0.1% among 320,000; AID 2650;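 in the data active means inhibition above about 50%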;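 further: GST-tagged GSK-3 alpha with peptide substrate and 25 µM ATP; 0% = DMSO neutral wells and 100% = GW8510 positive control wells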
HDAC3 inhib: inhibitors of human histone deacetylase 3. recombinant HDAC3, fluorogenic peptide/trypsin coupled, fluorescence. hit rate 0.15% among 320,000. O15379. inhibition, % at 8.3 µM. AID 2718; in the data active means inhibition above about 26%, passing the limit was not always enough
Target sequence (O15379 whole entry, looked up): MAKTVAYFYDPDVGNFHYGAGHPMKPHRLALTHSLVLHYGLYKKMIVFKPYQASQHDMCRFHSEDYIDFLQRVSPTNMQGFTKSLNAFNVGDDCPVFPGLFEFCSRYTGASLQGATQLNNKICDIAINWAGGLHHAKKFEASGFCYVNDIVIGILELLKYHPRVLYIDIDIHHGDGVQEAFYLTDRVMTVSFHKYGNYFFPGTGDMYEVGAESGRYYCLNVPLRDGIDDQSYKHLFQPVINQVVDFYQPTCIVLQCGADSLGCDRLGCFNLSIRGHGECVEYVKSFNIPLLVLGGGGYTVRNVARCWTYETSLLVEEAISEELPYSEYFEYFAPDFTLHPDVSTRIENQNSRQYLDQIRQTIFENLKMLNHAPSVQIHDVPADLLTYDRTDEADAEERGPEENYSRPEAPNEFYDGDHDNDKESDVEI
GSK3beta inhib: blocks human GSK3beta kinase activity. GST-GSK3beta kinase, ADP-Glo luminescence, 60 min; hits give low values. P49841. activity score (negative = inhibition), % at 10 µM. hit rate 0.038% among 300,000. AID 2097;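 active means more than half of replicate wells score below -50%, meaning over 50% inhibition versus plate controls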;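 further: 0% = median DMSO wells and -100% = median GW8510 positive control wells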
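test system = GST-tagged human GSK3beta kinase, cell-free | reagent = 25 µM ATP with peptide substrate | dosing = one dose of 10 µM per compound | schedule = 60 min reaction, RT | detection = luminescent ADP-Glo measurement of ADP formed | control set = DMSO neutral wells and GW8510 at 20 µM as positive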
KCNQ1 act: human KCNQ1 channel potentiation or activation | CHO-K1 KCNQ1, thallium flux FluxOR fluorescence; hits give high values | B-score at 10 µM | hit rate 0.35% among 310,000;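 active means fluorescence ratio B-score, a plate-corrected score, at least three library SD, with initial intensity B-score within 5 SD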
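Doses: Single concentration per compound, DMSO matched to controls | Test system: KCNQ1-transfected CHO-K1 cells | Timing: 90 min dye loading and 20 min compound exposure, both at room temperature | Measured by: Kinetic FluxOR thallium fluorescence, 10-s 1-Hz baseline, 110-s post-stimulus read | Medium: Assay buffer with matched DMSO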
RGS4 act: RGS4 potentiation or activation; HEK293 M3R/inducible RGS4, carbachol calcium flux Fluo4; hits give low values; hit rate 0.92% among 310,000; B-score at 10 µM;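 active means B-score of the integrated calcium signal more than 4 SD below the library mean, with starting fluorescence not abnormally high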;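 further: negative B-score means reduced calcium response which marks RGS4 activation or potentiation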
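System – HEK293 FlpIn-TREx cells, stable M3R, doxycycline-inducible RGS4 · Reagent – ECmax carbachol challenge · Times – compound preincubation 20 min at room temperature before agonist · Technique – Fluo4 fluorescence kinetic imaging of calcium · Measure – B score of integrated Fluo4 ratio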
hERG protect: compounds protecting human hERG from proarrhythmic drug block. Q12809. activation (rescue from dofetilide block), less the hit threshold, % at 10 µM. hit rate 0.51% among 310,000. CHO-hERG, FluxOR thallium flux, dofetilide IC70 present. AID 1511;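 active means activation above the mean of controls blocked by dofetilide plus 5 SD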;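 further: thallium influx through hERG after potassium depolarization seen as dye fluorescence rise; in these data hits start at about 4.7%; inactives centre near -7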
KCNK9 block: inhibitors of human KCNK9 two-pore domain potassium channel; Q9NPC2; HEK293 KCNK9, FluxOR thallium flux fluorescence; hits give low values; B-score at 10 µM; hit rate 1.2% among 310,000;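 active means ratio B-score over 3 SD below the library mean, with starting fluorescence within 5 SD of its mean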;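 further: negative B-score means less thallium flux so channel inhibition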
Dyrk1A ADPGlo: inhibitors of rat Dyrk1A kinase. ADP-Glo luminescence, NFATc1 peptide. inhibition, % at 12.5 µM. hit rate 0.43% among 310,000. AID 504441; in the data active means inhibition above about 50%;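 further: plate controls were vehicle with enzyme for no effect and no enzyme for full effect; many of its hits are not listed in these tables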
KCNQ1 inh: blocks the human KCNQ1 potassium channel; P51787; CHO-K1 KCNQ1, FluxOR thallium flux fluorescence; hits give high values; B-score at 10 µM; hit rate 1.3% among 310,000; AID 2642;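 active means compounds whose thallium flux B-score, printed positive for inhibition, exceeds three library SD while starting fluorescence stays within three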;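 further: channel opened by potassium depolarization with thallium stimulus after 20 min compound exposure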
Starred values were filed as active, the others as inactive; i = inactive; x = no result given. This is a subset, so the mix of outcomes need not match the whole.

SMILES	PolyA inh	KCNK3 block	GSK3A inh	HDAC3 inhib	GSK3beta inhib	KCNQ1 act	RGS4 act	hERG protect	KCNK9 block	Dyrk1A ADPGlo	KCNQ1 inh
COc1cc(NC(=O)CN2C(=O)C(c3ccccc3)=NC2(C)C)cc(OC)c1	i	i	0	-6	0	i	i	-14	i	4	i
Cc1ccc(N(CC(=O)Nc2ccccc2C(=O)NCc2ccco2)S(=O)(=O)c2ccccc2)cc1C	i	i	-3	-1	3	i	i	-15	i	2	i
CN(C)c1nc(-c2ccccc2)ncc1S(=O)(=O)c1ccccc1	i	i	-1	3	1	i	i	3	i	9	i
CCOC(=O)C1CSc2[nH]c(=O)sc2C1c1ccccc1 (stereo unspecified)	i	i	-2	3	2	i	i	-3	i	8	i
COc1cc(C(=O)Oc2cccc(C(=S)N3CCOCC3)c2)cc(OC)c1OC	i	i	0	-1	1	i	i	-7	i	10	i
COc1cccc(C(=O)NCC(c2ccco2)N2CCc3ccccc3C2)c1 (stereo unspecified)	i	i	2	10	-32	i	i	-6	-10*	18	i
Nc1cc(C(=O)N2CCN(c3ccc([N+](=O)[O-])cc3)CC2)ccc1N1CC2CC(C1)c1cccc(=O)n1C2 (stereo unspecified)	i	i	-1	3	-2	i	i	-6	i	-6	i
Cc1cccc(CSCCNC(=S)Nc2ccccc2)c1	i	i	0	4	-5	i	i	-14	i	1	7*
CCOc1ccccc1N1CCN(C(=O)C(Sc2ccccc2)c2ccccc2)CC1 (stereo unspecified)	i	i	-3	6	-1	i	i	-9	-12*	-3	i
COc1ccc(C(=O)Nc2nc(CC(=O)NCCc3ccccc3OC)cs2)cc1	i	i	-1	6	2	i	i	-13	i	-11	i
N#C/C(=C\c1cccs1)C(=O)Nc1ccccn1	i	i	1	-6	-4	i	i	-14	i	11	i
Cc1ccc(NC(=O)c2ccc(CSc3nnnn3C)cc2)cc1	i	i	x	0	5	i	i	-5	i	2	i
Clc1ccc(Cl)c(OCCN2CCCC2)c1	i	i	-3	1	0	i	i	-3	i	-1	i
Nc1sccc1C(=O)c1ccc(Cl)cc1	i	i	x	x	1	i	i	-2	i	-5	i
Cc1cc(C)cc(NS(=O)(=O)c2coc(C(N)=O)c2)c1	i	i	-2	-14	6	i	i	-5	i	-11	i
CC(C)NC(=O)COC(=O)c1ccc(NS(=O)(=O)c2ccc3c(c2)OCCO3)cc1	i	i	-2	-3	3	i	i	-8	i	-4	i
N#C/C(=C\c1cccc(Oc2ccccc2)c1)C(=O)N1CCOCC1	i	i	-4	8	1	i	i	-22	i	x	i
COc1ccc(C2CC(=O)Nc3cc(C)c(C)cc32)c(OC)c1OC (stereo unspecified)	i	i	-2	5	-3	i	i	-11	i	-2	i
Cc1cc(NC(=O)COC(=O)c2cc(S(=O)(=O)N(C)c3ccccc3)ccc2Cl)no1	i	i	2	5	1	i	i	-7	i	1	i
Clc1ccccc1SCc1nc2ccccc2[nH]1	i	i	0	-1	2	i	i	-15	i	11	i
O=C(c1ccc(COc2ccccc2Cl)o1)N1N=C(C(F)F)CC1(O)C(F)F (stereo unspecified)	i	i	3	2	-16	i	i	-6	i	1	i
COc1ccc(NC(=S)N2CCC(C(=O)c3ccc(F)cc3)CC2)c(OC)c1	i	i	1	-1	2	i	i	-16	i	-2	i
COC(=O)c1ccc(NS(=O)(=O)c2ccc(OC)cc2)cc1	i	i	-4	1	2	i	i	-9	i	-20	i
O=C(COC(=O)C12CC3CC(CC(Br)(C3)C1)C2)Nc1ccc2[nH]c(=O)[nH]c2c1	i	i	0	2	0	i	i	-8	i	2	i
CCC(=O)NNC(=O)CCC(=O)Nc1ccc(C)cc1C	i	i	-1	4	1	i	i	-4	i	3	i
Cc1c(Cl)cccc1NC(=O)CSc1ncnc2c1cnn2CCc1ccccc1	i	i	-2	-1	2	i	i	-9	i	8	i
Nc1ccc(N=Nc2ccc(N)cc2)cc1	i	i	-1	14	2	i	i	-10	i	x	i
CC(=O)c1ccc(NC(=O)C2CCCNC2=O)cc1 (stereo unspecified)	i	i	-1	0	-1	i	i	-8	i	-5	i
CC1CN(CCCCOc2ccc(F)cc2)CC(C)O1 (stereo unspecified)	i	i	-2	-5	6	i	i	-8	i	-4	i
Cc1nn(Cc2ccc(Cl)cc2)c2sc(C(=O)OCC(N)=O)cc12	i	i	1	-1	5	i	i	-8	i	2	i

Compound profiles, from the list above. Order of screens: PolyA inh | KCNK3 block | GSK3A inh | HDAC3 inhib | GSK3beta inhib | KCNQ1 act | RGS4 act | hERG protect | KCNK9 block | Dyrk1A ADPGlo | KCNQ1 inh
`COc1cc(C(=O)Oc2cccc(C(=S)N3CCOCC3)c2)cc(OC)c1OC` in the list: i | i | 0 | -1 | 1 | i | i | -7 | i | 10 | i
`Cc1ccc(NC(=O)c2ccc(CSc3nnnn3C)cc2)cc1` in the list: i | i | x | 0 | 5 | i | i | -5 | i | 2 | i

Next records
SMILES	PolyA inh	KCNK3 block	GSK3A inh	HDAC3 inhib	GSK3beta inhib	KCNQ1 act	RGS4 act	hERG protect	KCNK9 block	Dyrk1A ADPGlo	KCNQ1 inh
Cc1ccc(-c2nc3ncccn3c2NC2CCCC2)o1	i	i	25	1	-13	i	i	-7	i	-1	i
Cc1ccc(S(=O)(=O)N(Cc2ccccc2F)C(=O)N2CCN(C)CC2)cc1	i	i	-1	4	5	i	i	-10	i	-11	i
Fc1ccc(-c2cnc3n2CCCCC3)cc1	i	i	1	2	3	i	i	-10	i	-3	i
COc1cc(C2SCC(=O)N2Cc2ccccc2)cc(OC)c1OC (stereo unspecified)	i	i	0	-3	-1	i	i	-2	i	5	i
O=C(Nc1ccc2c(c1)OCO2)NC1(C(F)(F)F)Oc2ccccc2O1	i	i	-3	-8	-1	i	i	-18	i	2	i
COc1ccc(NC(=O)/C(=C/c2ccc3c(c2)OCO3)NC(C)=O)cc1	i	i	0	-4	5	i	i	-12	i	3	i
CCOC(=O)c1c(/N=C/C2C(=O)CCCC2=O)sc(C)c1C	i	i	x	x	0	i	i	-5	i	2	i
Cc1cccc(C)c1NC(=O)CSc1nc2ccccc2c(=O)[nH]1	i	i	2	-4	0	i	i	-13	i	2	i
CCCCn1c(-c2ccsc2)nc2c1c(=O)[nH]c(=O)n2CCC	i	i	-2	-4	1	i	i	-7	i	-4	i
O=C(NCCCN1CCCC1)c1cc(Sc2ccc(F)cc2)nc2ccccc12	i	i	-1	8	2	i	i	-12	i	-5	i
Cc1cccc(C(=O)N2CCc3c([nH]c4ccccc34)C2CC(C)C)n1 (stereo unspecified)	i	i	2	5	-3	i	i	-16	i	2	i
CCCCn1c(N)c(N(CCC(C)C)C(=O)Cc2ccc(S(=O)(=O)N3CCOCC3)s2)c(=O)[nH]c1=O	x	i	0	0	2	i	i	-12	i	-1	i
COc1cccc(C2C(C#N)=C(N)Oc3cc(N)ccc32)c1OC (stereo unspecified)	i	i	1	7	2	i	i	-5	i	0	i
Cc1c(C(=O)N(C)Cc2ccccc2)oc2c(Cl)cccc12	i	-11*	1	4	-1	i	i	-8	i	18	i
CCCOC(=O)C1=C(C)NC2=C(C(=O)C(C(=O)OC)C(C)C2)C1c1ccc(N(C)C)cc1 (stereo unspecified)	i	i	-2	-1	2	i	i	-14	i	2	i
CCN(CC)CCNC(=O)CNC(=S)N(CCCN1CCOCC1)Cc1cccs1	i	i	-1	3	-12	i	i	3	i	-1	i
CC(C)Oc1ccc(NC(=O)C2CCCNC2=O)cc1 (stereo unspecified)	i	i	-1	1	8	i	i	-10	i	-2	i
CCc1ccc2[nH]c(=O)c(CN(Cc3ccc(OC)cc3)Cc3nnnn3CCOC)cc2c1	i	i	x	x	-5	i	i	-10	i	-1	i
CCCC(NC(=O)COc1cc2c(c3oc(=O)c(C)c(C)c13)CCC(C)(C)O2)C(=O)O (stereo unspecified)	i	i	-2	-155	-1	i	i	-6	i	5	i
CCN(CC(=O)Nc1c(F)cccc1F)C(=O)CCCc1nc2ccccc2c(=O)[nH]1	i	i	-1	3	x	i	i	-5	i	2	i
O=c1c2ccccc2ncn1-c1cccc(Br)c1	i	i	1	0	-1	i	i	-1	i	12	i
COc1cc(C)ccc1OCCOc1c(C)cc(Cl)cc1Cl	i	i	-2	11	2	i	i	0	i	-5	i
CC1Cc2ccccc2N1C(=O)CSC1=NCCS1 (stereo unspecified)	i	i	-1	-6	-4	i	i	-1	i	4	i
O=C(N/C(=C/c1ccc(Br)cc1)C(=O)N1CCCC1)c1cccs1	x	i	x	2	-1	i	i	-13	i	1	i
COCCNC(=O)[C@@H]1CSC2c3ccc(OC)c(OC)c3C(=O)N21 (stereo partly specified)	i	i	-2	2	-3	i	i	-6	i	2	i
COc1cccc(-c2nc3n(n2)C(c2ccccc2Cl)C(C(N)=O)=C(C)N3)c1 (stereo unspecified)	i	i	-1	2	0	i	i	-4	i	-3	i
CCc1nn(CC(=O)NCCCN2CCN(C)CC2)c(=O)c2cc3occc3n12	i	i	-13	-6	0	i	i	-7	i	2	i
COc1nnc(-c2ccc(N3CCCCC3)c(N)c2)c2ccccc12	i	i	-2	4	-2	i	i	-16	i	-2	i
Cc1ccc(NC(=O)CN(C)CC(=O)Nc2ccccc2C#N)cc1	i	i	-1	-8	2	i	i	-1	i	x	i
Fc1ccccc1CSc1nnc2ccc(-c3ccncc3)nn12	i	i	3	-5	-2	i	i	-10	i	23	i
COc1ccc(Nc2ncnc3sccc23)cc1	i	i	0	0	x	i	i	-6	i	0	i
CS(=O)(=O)N(CC(=O)Nc1ccc(Br)cc1F)C1CCCCC1	i	i	-2	-1	-2	i	i	-7	i	1	i
CC(C)(C)n1nnnc1C(c1cccs1)N1CCCC2(CCCCC2)C1 (stereo unspecified)	i	-9.1*	0	-7	2	i	i	-5	-17*	-1	i
O=S1(=O)[C@H]2C[C@@H]3C=C[C@]2(CN1Cc1ccc(C(F)(F)F)cc1)O3	i	i	-3	-6	-1	i	i	1	i	-3	i
COc1cccc(NC(=O)c2c([N+](=O)[O-])cnn2C)c1	i	i	0	-3	-1	i	i	-2	i	19	i
CCOC(=O)N1CCN(C(=O)C2CCCCC2)CC1	i	i	-2	-4	-4	i	i	-5	i	-2	i
CCOc1cc(C2NC(=O)NC(c3ccccc3)=C2C(=O)c2ccccc2)c(Br)cc1OCC(=O)O (stereo unspecified)	i	i	0	3	1	i	i	-8	i	-1	i
COc1ccc(-c2csc(NC(=O)c3ccccc3F)n2)cc1	i	i	0	-5	-6	i	i	-3	i	12	i
